# From PubChem BioAssay
# Hsp70 displacement: Hsp70 inhibitors, probe displacement, primary screen, biochemical, fluorescence polarization (AID 583). Hsp70 fluorescence polarization probe displacement, mP; higher % means a stronger effect. displacement, % at 20 µM, or IC50 in µM where a hit was titrated. 140,000 compounds, 0.06% hits; in the data active = displacement above about 50%;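 note: plate controls were vehicle for no effect and reference ligand for full effect; a part of the inactive calls stands beside numbers as strong as those of hits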
# Rat MKP-3 inhibitors: MKP-3 phosphatase inhibitors, primary screen, biochemical, rat enzyme, in vitro (AID 425); one-dose inhibition, % at 20 µM; IC50 in µM for titrated hits; 110,000 compounds, 0.17% hits; recombinant MKP-3 phosphatase activity, fluorescence; higher % means a stronger effect; in the data active = inhibition above about 50%;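 note: plate controls were vehicle for no effect and reference inhibitor for full effect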
# An asterisk follows results filed as active; nt = not tested or not shown; & = joins results of further samples. Only part of the results is shown. The share of hits here may be higher or lower than overall.
# Start of the data: the first 2 compounds, to show the layout:
SMILES,Hsp70 displacement,Rat MKP-3 inhibitors
COc1ccc(C(=O)N2CCN(c3ccc([N+](=O)[O-])cc3)CC2)cc1Br,2.9%,-0.7%
COc1cccc(-c2nc(NCC3CCCO3)c3ccccc3n2)c1O (stereo not given),0.9%,-3.3%

# The listing, from the first entry:
SMILES,Hsp70 displacement,Rat MKP-3 inhibitors
COc1ccc(C(=O)N2CCN(c3ccc([N+](=O)[O-])cc3)CC2)cc1Br,2.9%,-0.7%
COc1cccc(-c2nc(NCC3CCCO3)c3ccccc3n2)c1O (stereo not given),0.9%,-3.3%
CC(=O)CC1(O)C(=O)N(CN2CCN(c3ccccc3)CC2)c2ccccc21 (stereo not given),0.0%,-2.6%
COc1cc(C)nc(Oc2ccc(OCc3ccccc3)nn2)n1,nt,-7.3%
Cc1ccc2[nH]c(=O)c(COC(=O)C3CCCO3)cc2c1 (stereo not given),2.4%,-1.4%
COc1ccc(Cc2nnc(NC(=O)c3ccco3)s2)cc1OC,1.4%,1.3%
O=[N+]([O-])c1cc(N[C@@H]2O[C@H](CO)[C@@H](O)[C@H](O)[C@@H]2O)ccc1Cl,1.2%,0.3%
CCOc1ccc(NS(=O)(=O)c2ccc(N)cc2)cc1,0.5%,nt
Cc1noc(C)c1COC(=O)c1ccc(-c2nc3ccccc3s2)s1,-5.4%,-0.1%
COCCCNC(=O)COc1cccc2ccccc12,-3.6%,1.2%
N/C(=N\OC(=O)c1ccc(Br)cc1)c1cccc([N+](=O)[O-])c1,-2.0%,1.1%
Cc1cc(C)cc(CSc2nnc(C)c(=O)[nH]2)c1,3.6%,-4.6%
COCCNC(=O)C1CC(=O)N(C2CCCC2)C1 (stereo not given),1.1%,-1.8%
Cc1cc(C)c2sc(NC(=O)c3cccc(Cl)c3)nc2c1,-0.8%,5.1%
CCOC(=O)c1c(CN2CCOCC2)n(-c2ccccc2)c2cc(Br)c(O)cc12,-2.1%,nt
Cc1ccccc1-c1nc(S(=O)(=O)c2ccc(Br)cc2)c(NCc2cccnc2)o1,-6.1%,nt
COc1ccccc1C(=O)Nc1cc(Cl)ccc1O,3.0%,-1.9%
CCCCN(C)CCCNC(=O)c1ccc(N2CCCC2=O)cc1,4.7%,12.6%
C=CCn1c(CCCO)nc2ccccc21,4.4%,0.8%
COc1cc(-c2nnc3sc(C4CCCCC4)nn23)cc(OC)c1OC,-4.4%,6.0%
c1cc(C(c2nnnn2C2CCCCC2)N2CCN3CCCC3C2)ccn1 (stereo not given),5.7%,-14.3%
COc1ccc(NC(=O)c2ccc3c(c2)C(=O)N(Cc2cccnc2)C3=O)c(OC)c1,-1.2%,3.2%
c1ccc(-c2ccn3nnnc3n2)cc1,2.3%,nt
CCOc1ccc(-c2nnc(-c3snc(-c4ccc(F)cc4)c3N=CN(C)C)o2)cc1,1.1%,-13.0%
CCc1ccc2c(CN3CCc4ccccc43)cc(=O)oc2c1,6.5%,0.2%
COc1cc(/C=C2\Sc3ccccc3C2=O)cc(OC)c1O,-26.5%,1.8%
c1ccc(-c2cn3c4c(sc3n2)CCCC4)cc1,7.1%&1.4%,-4.1%&2.5%
Cc1nnc(Nc2ccc3c(c2)OCO3)c2ccccc12,5.0%,-1.4%
COC(=O)c1ccccc1NC(=O)CN1C(=O)CSC1=O,2.5%,-7.7%
C/C(=N\NC(=O)c1cc(-c2ccccc2)n[nH]1)c1ccc([N+](=O)[O-])cc1,-2.8%,7.3%
Cc1cc(=O)c2cc(Cl)ccc2[nH]1,-4.1%,2.5%
COc1ccccc1N1CCN(C(=O)CN(c2ccc(C)cc2)S(=O)(=O)c2ccc(F)cc2)CC1,-6.8%,3.0%
N#Cc1cn(CCOc2ccccc2F)c2ccccc12,6.1%,-4.0%
O=C(CSCc1cnn(-c2ccccc2)c1-n1cccc1)NCCN1CCOCC1,nt,-0.2%
Cc1cc(=O)[nH]c(COc2ccccc2)n1,3.0%,-7.3%
O=C(Nc1ccc2oc(-c3ccc(Cl)cc3Cl)nc2c1)c1ccc(Br)o1,3.5%,2.5%
O=C(c1ccco1)N1CCN(S(=O)(=O)c2ccc(Br)s2)CC1,-15.4%,-14.7%
O=C(CCNS(=O)(=O)c1cccs1)Nc1ccccc1F,-6.7%,-9.0%
Cc1ccc(CNC(=O)C2CCCN(S(=O)(=O)c3cccnc3)C2)cc1 (stereo not given),1.5%,-7.2%
CCOC(=O)c1c(C)c(C(=O)NCc2ccccn2)c(C)n1C,2.1%,6.9%
Cc1cccc(NC(=O)c2sc3ccccc3c2Cl)c1C,-3.4%,4.1%
O=C(N/N=C/c1ccc(Sc2nnnn2-c2ccccc2)o1)c1ccccc1O,-0.4%,4.2%
CC(=O)OC(/C(O)=C(\C#N)c1nc2ccccc2[nH]1)c1ccccc1 (stereo not given),-1.2%,-11.7%
O=C(O)CC(NCc1ccco1)C(=O)OCCc1ccccc1 (stereo not given),1.0%,2.3%
Cc1cc(OCC(=O)Nc2ccc(Br)cn2)cc(C)c1Cl,-0.6%,3.1%
COc1cc(-c2nnc3sc(-c4ccccn4)nn23)cc(OC)c1OC,0.0%,-8.6%
COc1ccc(CCNC(=O)N2C(=O)C=CC2=O)cc1OC,-2.3%,-0.7%
CC(=O)Nc1ccc(S(=O)(=O)/N=C2\SCCN2S(=O)(=O)c2ccc(NC(C)=O)cc2)cc1,-3.0%,0.5%
Cc1cccc([N+](=O)[O-])c1N=Cc1ccc(N(C)C)cc1,-0.5%,-2.3%
O=C(/C=C/c1ccc(OC2CSC2)cc1)c1ccc2c(c1)OCCO2,0.9%,-0.5%
Cc1cc(C)nc(SC(C)C(=O)O)n1 (stereo not given),3.9%,2.4%
CC1CCCN(c2nc3ccccc3nc2C(C#N)S(=O)(=O)c2ccccc2)C1 (stereo not given),3.3%,-4.8%
CC1=NC(C)(C)Cc2ccccc21,-2.5%,nt
Cc1onc(-c2ccccc2)c1C(=O)Nc1nc(-c2cc(F)ccc2F)cs1,-0.9%,0.2%
O=S(=O)(c1cccc2cccnc12)N1CCN(c2ccccc2)CC1,-3.1%&6.3%,2.7%
O=C1C(c2ccc(F)cc2)N(Cc2ccc3c(c2)OCO3)C(=O)CN1C1CCCCCC1 (stereo not given),4.4%,nt
CC(C)CN(CC(C)C)S(=O)(=O)N1CCC(C(=O)NCc2cccs2)CC1,0.3%,1.4%
O=C(Nc1ccc(-c2noc(CCc3ccccc3)n2)cc1)c1ccco1,-3.8%,4.9%
Cc1cc(C)c(NC(=O)CC#N)c(C)c1,-2.8%,-0.7%
O=C(CSc1n[nH]c(-c2ccccc2)n1)c1ccc(Cl)cc1,-1.8%,-5.2%
# Continuation.
SMILES,Hsp70 displacement,Rat MKP-3 inhibitors
Cc1onc(-c2ccccc2Cl)c1C(=O)Nc1ccc(-n2nncc2C(C)(C)C)cc1,-1.3%,-0.2%
O=C1c2ccc([N+](=O)[O-])cc2C(=O)N1c1nccs1,-1.1%,-1.2%
COc1ccc(C)cc1NC(=O)CSc1nnc(-c2ccco2)n1N,0.2%,nt
CCOn1c(SCC)nc2ccccc2c1=O,4.2%,nt
COc1cc(C2c3c(-c4cc(Cl)c(C)cc4O)n[nH]c3C(=O)N2Cc2cccnc2)ccc1O (stereo not given),-0.5%,-5.0%
C#CCOC(=O)c1ccccc1C(=O)OCC#C,4.0%,-13.0%
Cn1c(=O)[nH]c(=O)c2c1nc(Br)n2CCC(=O)c1ccccc1,-2.0%,-8.3%
CC(=O)c1cccc(NC(=O)c2ccccc2C)c1,-3.7%,-0.5%
COc1ccc(OCC(O)Cn2c(Nc3cccc(C)c3)nc3c2c(=O)n(C)c(=O)n3C)cc1 (stereo not given),0.1%,-7.6%
COc1ccc(CCNC(=O)CN2CCOc3ccccc32)cc1OC,-2.7%,0.0%
O=C(CSc1ncnc2c1oc1ccccc12)Nc1cccc(C(F)(F)F)c1,-0.1%,-4.2%
O=C1S/C(=C/c2ccccc2F)C(=O)N1CNc1ccccc1Br,6.6%,1.5%
CCOc1ccc(C(=O)Nc2ccc3oc(-c4cccc(C)c4)nc3c2)cc1,1.3%,-0.8%
CC(C)Cn1c(-c2ccco2)n[nH]c1=S,2.6%,nt
Cc1ccccc1NC(=O)Nc1cccs1,1.4%,-5.0%
CN(C)c1nc(SCc2ccccc2)nc(N2CCOCC2)n1,5.2%,nt
COc1ccc(/C=N/N=C(\N)c2nonc2N)c(OC)c1,5.3%,-2.8%
Cc1sc(NC(=O)Cc2ccccc2)nc1-c1ccccc1,1.1%,2.8%
COc1ccc(NC(=O)CSc2nc3ccccc3c(=O)n2CCNC(C)=O)cc1,-4.2%,-0.7%
Cc1ccc(-c2cc(=O)[nH]c3ccccc23)cc1,1.6%,nt
NC(=O)CCc1c[nH]c2ccccc12,3.3%,-6.0%
Cc1ccc(C2CC(=O)NC(SCC(=O)OCc3ccccc3)=C2C#N)o1 (stereo not given),nt,-0.5%
COc1ccccc1-c1ccc(NC2CCCC2)nn1,-1.6%,nt
CCn1c(CC(=O)Nc2cccc(Cl)c2Cl)nnc1SCCOc1ccc(OC)cc1,0.7%,nt

# Looked up above.
# Rat MKP-3 inhibitors, Cc1cc(=O)c2cc(Cl)ccc2[nH]1 = 2.5%
# Hsp70 displacement, c1ccc(-c2ccn3nnnc3n2)cc1 = 2.3%

# (more compounds)
SMILES,Hsp70 displacement,Rat MKP-3 inhibitors
O=C(/C=C/c1cccc([N+](=O)[O-])c1)Nc1ccc(-c2nc3ccccc3o2)cc1,-1.5%,14.6%
N#C/C(=C/c1ccsc1)C(=O)Nc1cccc(Br)c1,-2.7%,10.1%
Cc1ccc(-c2cc(C(F)F)n3ncc(C(=O)NCc4ccco4)c3n2)cc1,8.1%,15.2%
COCCN1C(=O)/C(=C/c2ccccc2)SC1=S,-2.2%,4.2%
CC(C)CNC(=O)C1CC(=O)OC12CCCCC2 (stereo not given),-7.0%,1.4%
O=C(c1ccccc1[N+](=O)[O-])N(Cc1ccccc1)Cc1ccccc1,-0.7%,-2.0%
COc1cc2c(cc1OC)C(c1ccncc1)CC(=O)N2 (stereo not given),-2.1%,-10.2%
C/C(=N\NC(=O)c1cc(C2CC2)[nH]n1)c1cccc([N+](=O)[O-])c1,-4.4%,3.6%
O=S(=O)(/C=C/c1ccccc1)N1CCN(c2ccc(F)cc2)CC1,-1.6%,nt
O=S1(=O)CCN2C=C(Br)C=C(Br)C2=N1,1.6%,-4.4%
O=C1C2ON(c3ccccc3)C(c3ccncc3)C2C(=O)N1c1ccc(Br)cc1 (stereo not given),1.5%,-1.0%
Cc1ccc(N2CC(C(=O)Nc3c(C)cc(C)cc3C)CC2=O)cc1 (stereo not given),-0.6%,2.6%
O=C1C(C=NCc2ccco2)=C(O)c2ccccc21,1.0%,-6.3%
COC(=O)C1=CN(Cc2ccc(OC)cc2)C=C(C(=O)OC)C1c1ccc(C)s1,-3.7%,0.1%
Clc1ccsc1-c1csc(-c2cccnc2)n1,-2.0%,nt
CCN(CC)CCOc1nnc(-c2ccc(OC)cc2)c2ccccc12,-1.5%,-0.4%
O=c1[nH]c(/C=C/c2cc([N+](=O)[O-])ccc2O)c([N+](=O)[O-])c(=O)[nH]1,11.7%,-0.1%
CCCc1cc(=O)[nH]c(SCC(=O)c2cc(C)n(CCC)c2C)n1,-0.2%,nt
CC1CC(C)CN(c2oc(-c3ccco3)nc2C#N)C1 (stereo not given),6.5%,-2.2%
C=CCNC1=C(Cl)C(=O)N(c2cccc(Cl)c2Cl)C1=O,-1.4%&1.5%,-1.8%
CC(=O)Oc1ccccc1/C=C1\C=C(c2ccc(C)cc2)OC1=O,-4.2%,2.9%
O=[N+]([O-])c1cn(-c2nc(-c3ccco3)cc(C(F)(F)F)n2)cn1,-0.5%,nt
COc1ccc(NC(=O)c2cc(Br)ccc2I)cc1Cl,-4.2%,1.0%
CCOC(=O)c1ccc(NC(=O)CSc2nnc(COc3ccccc3OC)n2CC)cc1,-2.8%,-6.7%

# 7 structures already listed, sorted by formula weight, rising:
SMILES,Hsp70 displacement,Rat MKP-3 inhibitors
O=C1C(C=NCc2ccco2)=C(O)c2ccccc21,1.0%,-6.3%
O=c1[nH]c(/C=C/c2cc([N+](=O)[O-])ccc2O)c([N+](=O)[O-])c(=O)[nH]1,11.7%,-0.1%
O=[N+]([O-])c1cn(-c2nc(-c3ccco3)cc(C(F)(F)F)n2)cn1,-0.5%,nt
CCCc1cc(=O)[nH]c(SCC(=O)c2cc(C)n(CCC)c2C)n1,-0.2%,nt
CCN(CC)CCOc1nnc(-c2ccc(OC)cc2)c2ccccc12,-1.5%,-0.4%
COc1ccc(NC(=O)c2cc(Br)ccc2I)cc1Cl,-4.2%,1.0%
CCOC(=O)c1ccc(NC(=O)CSc2nnc(COc3ccccc3OC)n2CC)cc1,-2.8%,-6.7%

# Going on with the list:
SMILES,Hsp70 displacement,Rat MKP-3 inhibitors
Oc1c(C(Nc2nc3ccccc3s2)c2ccco2)ccc2cccnc12 (stereo not given),1.4%,-11.9%
CC(=O)Nc1c(C(=O)O)[nH]c2ccccc12,2.8%,-5.9%
O=C(O)C1C2C=CC(O2)C1C(=O)Nc1ccc(I)cc1 (stereo not given),-2.8%,-1.5%
Nc1ccc(-c2ccc(N3C(=O)c4cccc5c(C(=O)c6ccccc6)ccc(c45)C3=O)cc2)cc1,1.0%,2.0%
COc1ccc2c(c1OC)C(=O)N(c1cccc(C)c1)C2=O,3.0%&-0.9%,-4.2%&2.1%
CC(=O)Oc1cccc(N2C(=O)C3C(C2=O)C2C=CC3C23CC3)c1 (stereo not given),-4.8%,-10.8%
O=C(NC(NC(=S)Nc1ccc(Cl)c(Cl)c1)C(Cl)(Cl)Cl)c1ccccc1F (stereo not given),-9.0%,4.1%
COC(=O)C1CCN(C(=O)NC(C)(C)C)CC1,0.4%,-9.3%
N#CC(C(=O)NCCc1ccccc1)c1nc2ccccc2nc1N1CCCCC1 (stereo not given),-105.5%,-2.9%
COc1ccc(O)c(CN2CCN(C/C=C/c3ccccc3)CC2)c1,3.9%,-8.3%
CCCCNCCCCCCOc1ccccc1OC,-4.8%,-1.1%
O=C(Nc1nnc(-c2ccco2)s1)C1CCN(S(=O)(=O)c2ccc(Cl)cc2)CC1,0.3%,-14.9%
